Assay outcomes (PubChem)
Pf Dd2 inh = inhibitors of Plasmodium falciparum Dd2 growth; Potency, µM (doses to about 28.9 µM), without a hit: at the top dose activity, negative = inhibition, hits mostly inhibitors; AID 1347417; 120,000 tested, 4.3% active; P. falciparum Dd2 growth, SYBR Green, 72 h; active = well fitted inhibition curve with a large enough effect; inconclusive = small, poorly fitted or top-dose-only effect; inactive = no such curve, though single readings can be large or run the other way;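 note: plate controls were DMSO vehicle for no effect and reference drug for full effect; nearly all actives have a fitted effect of over 65% in size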
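Readout: SYBR Green fluorescence, 485 nm excitation, 535 nm emission, after ~16 h lysis at 37C. Before that, Dd2-infected red cells (2.5% hematocrit) grew 72 h with compound, 29 uM top final concentration.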
* = called active by the depositor; i = inactive; ? = inconclusive; & = joins results of further samples; [ ] = remark or other dose. Potency is the fitted concentration of half-maximal effect. This is a subset, so the mix of outcomes need not match the whole.

| compound | Pf Dd2 inh |
| --- | --- |
| COc1ccc(C(=O)N2CCCC(n3cc(-c4nc(C)no4)nn3)C2)cc1OC (stereo not drawn) | -6% |
| N#Cc1cccc(C(=O)NC2CCN(c3cc(-c4ccccc4)[nH]n3)CC2)c1 | ? |
| Fc1ccc(CNc2nc3c(-c4ccc(F)cc4)nnn3c3ccccc23)cc1 | 46%[activator] |
| CCCCCNC(=O)c1noc(-c2ccccc2F)n1 | i |
| Cc1cccc(CN2C(=O)CC(c3ccc(Cl)cc3)c3c(C)nn(-c4nc(C)cc(C)n4)c32)c1 (stereo not drawn) | -22% |
| COc1ccccc1N1CCCc2ncc(C(=O)NCCc3c[nH]c4ccccc34)cc21 | -19%[44.1 µM] |
| CCc1nc(-c2c3n(c(=O)n(CC(=O)Nc4ccc(Cl)cc4)c2=O)CCCC3)no1 | ? |
| O=C(C[C@@H]1CCNC[C@@H]1Cc1cc(CSc2ccccc2)on1)NC1CCCCC1 | i |
| CCNC(=O)c1cccnc1OC1CCN(Cc2ccccn2)C1 (stereo not drawn) | i |
| COc1ccccc1-c1cn2c(n1)CO[C@@H](CNC(=O)c1cccnc1)C2 | 7%[44.1 µM] |
| CCOC(=O)c1noc2ncnc(N3CCN(c4ccccc4OC)CC3)c12 | i |
| Oc1ccc(NCc2ccc(OCc3ccccc3Cl)cc2)cc1 | -7% |
| Cc1ccc(OCc2nc(C3CCN(C(=O)Cn4ccnc4)C3)no2)cc1 (stereo not drawn) | -11% |
| CC(C)C[C@@H]1N[C@H](C(=O)NCc2ccccc2)Cc2c[nH]c3cccc1c23 | i |
| O=C(NC1CCCC1)O[C@H]1COCCN(c2nc3ccccc3o2)C1 | ? |
| O=C1Cc2c(-c3ccc4ccccc4c3)n[nH]c2CN1Cc1ccccn1 | -24%[44.1 µM] |
| CCOC(=O)c1cc(-c2ccccc2)n(CCC(=O)Nc2ccc(OC)c(Cl)c2)c1C | ? |
| COc1ccc(C)cc1NC(=O)CN1C(=O)NC2(CCS(=O)(=O)CC2)C1=O | -3% |
| O=C(O)c1cccc2c1CCN2C(=O)c1ccc(F)cc1 | 8% |
| CCOc1ccc(CCNC(=O)c2nn(-c3ccc(OC)c(Cl)c3)c(=O)c3c2c2ccccc2n3C)cc1OCC | 2.8µM* |
| CCN1c2cc(C(=O)Nc3ccc(OC)c(Cl)c3)ccc2C(=O)N2CCCCCC21 (stereo not drawn) | i |
| CC(C)(C)c1cc(CC2(NCc3ccccc3O)COC2)no1 | i |
| CC(C)CCCC(=O)N1CCC2(CC1)Nc1ccccc1NC2=O | -16% |
| CCCCN(CC)CCCNC(=O)Cn1ncc2c([nH]c3ccc(C)cc32)c1=O | 23% |
| CN1CCC(NC[C@H]2O[C@@H](CO)[C@@H](O)[C@H]2N2CCN(c3ccc(F)cc3)CC2)CC1 | 19% |
| O=c1[nH]c(-c2ccncc2)nc2c1CCN(S(=O)(=O)N1CCCC1)C2 | -1% |
| CC1=C[C@@H](CNCc2ccncc2)[C@H](C(C)C)C[C@H]1Cc1nnc(-c2ccc(C)cc2)o1 | ? |
| O=C1COc2ccc(-c3cc(F)cc(F)c3)nc2CN1Cc1ccccc1F | i |
| CC(C)c1ccc(N2C(=O)N[C@@H]3CCN(C(=O)c4ccc(N(C)C)cc4)[C@@H]3C2=O)cc1 | i |
| CCc1ccc2occ(CC(=O)Nc3c(C(=O)c4ccc(C)cc4)oc4ccccc34)c2c1 | ? |
| CCOc1ccc(-n2c(=O)c3c4c(sc3n(CC(=O)NC(C)CC)c2=O)CCCC4)cc1 (stereo not drawn) | 30%[activator] |
| C[C@H]1[C@@H]2[C@@H](O)C([C@H](C)C(=O)NCc3cccnc3)CC[C@@]2(C)CC[C@@H]1NC(=O)c1ccncc1 (stereo partly drawn) | ? |
| COCC[C@]1(O)CCN(Cc2cc(F)ccc2-n2cccn2)C[C@H]1C | -4% |
| COCc1ccc(C(=O)N2CCN(C(C)=O)CC(O)C2)s1 (stereo not drawn) | -15% |
| Cc1c(C(=O)N2C[C@@H](C(=O)O)C[C@H](C(=O)NC3CC3)C2)sc2ccccc12 | -8% |
| CCn1c2c(c(=O)n3ncc(C(=O)Nc4ccc(C(=O)OC)cc4)c13)CN(Cc1ccc(OC)cc1)CC2 | 10µM* |
| Cc1ccc(/C=C(\C#N)C(=O)Nc2cccc(Cl)c2)o1 | -9% |
| O=C1NCc2ccccc2CC12CCN(Cc1cccc(C(F)(F)F)c1)C2 (stereo not drawn) | -21% |
| O=C(c1ccc(Cl)nc1)N1CCC2(CC1)CC(=O)N(c1ccccc1)c1ccccc1O2 | -15% |
| O=C(Cc1ccccc1Cl)NCc1nnc2ccc(-c3ccccc3)nn12 | -16% |
| CNS(=O)(=O)c1cn(CC(=O)N2CCN(c3cccc(Cl)c3)CC2)cc1S(=O)(=O)NC | i |
| Cc1ccc(-c2nc(CS(=O)CC(=O)N3CCN(c4ccc(Cl)cc4)CC3)c(C)o2)cc1 (stereo not drawn) | -11% |
| COc1cc(NC(=O)Cn2nc(C(F)(F)F)c3c2CCCC3)cc(OC)c1OC | ? |
| Cc1noc(-c2ccn3c(CNC(=O)c4ccoc4)nnc3c2)n1 | i |
| COc1ccc(NC(=O)CC2CCCCN(Cc3ccccc3)C2=O)c(C)c1 (stereo not drawn) | ? |
| O=C(CC1CCN(C(=O)Nc2cccc(F)c2)C1)NC1CC1 (stereo not drawn) | i |
| COc1ccccc1N=c1scc(-c2ccc(S(=O)(=O)N3CCCC3)cc2)n1C | 10µM* |
| Cc1cc(C)c(/C=C/c2onc(C)c2S(=O)(=O)N2CCC(C(=O)Nc3cccc(C)c3C)CC2)c(C)c1 | -16% |
| Cc1ccc(-c2nnc([C@H]3CCN(C(=O)C4CC4)C3)o2)cc1 | ? |
| CCC(O)c1cc2n(n1)CCN(C(=O)c1cnc(C)nc1-c1ccccc1)C2 (stereo not drawn) | 6% |
| CCOc1cc(=O)n2c(c1C(=O)NCC1CCCO1)CCCCC2 (stereo not drawn) | -7% |
| COc1ccccc1N1CCN(C(CNC(=O)C(=O)NCc2ccc(F)cc2)c2cccnc2)CC1 (stereo not drawn) | ? |
| CN(Cc1ccc(-c2ccccc2)cc1)Cc1cccc(C(F)(F)F)c1 | -6%&-13% |
| CCC(=O)N1CCCN(Cc2ccncc2)C(c2ccccc2)CC(=O)NCC1 (stereo not drawn) | ? |
| CC1=C[C@@H](CN(C)CCC#N)[C@H](C(C)C)C[C@H]1Cc1nnc(-c2ccccc2F)o1 | ? |
| CC(=O)N1CCCC(c2[nH]ccc2C(=O)N2CCN(c3ccccc3)CC2)C1 (stereo not drawn) | ? |
| COc1ccc(NC(=O)O[C@@H]2CO[C@H]3[C@@H]2OC[C@@H]3NC(=O)C2CCCCC2)cc1 | -20%[44.1 µM] |
| COc1ccc(CN2CCNc3cc(-c4ccccc4)ncc3C2)cc1 | ? |
| Cc1ccc2nc(SCc3nc(-c4ccccc4C)no3)[nH]c2c1 | -6% |
| Cc1cc(N2CCC(NS(=O)(=O)c3cn(C)c(C)n3)C2=O)ccc1F (stereo not drawn) | 5% |

The list goes on:
| compound | Pf Dd2 inh |
| --- | --- |
| O=C(Cc1cccnc1)NC1CC(=O)N(Cc2cccc3ccccc23)C1 (stereo not drawn) | -15% |
| O=C(c1ccc(F)c(F)c1)N1CCC2(CC1)NC(=O)N(Cc1ccccc1)C2=O | -8% |
| O=C(Nc1ccc(F)c(Cl)c1)c1ccc2c(Cl)c3c(nc2c1)CCCC3 | 15% |
| Cc1ccc(CN2CCc3nc(C(=O)Nc4cccnc4)oc3CC2)o1 | ? |
| CC(C)CNC(=O)CN1CN(c2ccccc2)C2(CCN(C(=O)NC3CCCCC3)CC2)C1=O | 1.6µM* |
| Cc1ccc(CN(C)C2CCc3nn(C)c(=O)n3CC2)nc1 (stereo not drawn) | 35%[activator] |
| COc1ccc(-c2c(C)nn3c(-c4ccccc4)cc(C)nc23)cc1OC | ? |
| CCC(C(=O)N1CCN(c2ccccc2)CC1)n1c(C)c2cnn(-c3ccccc3)c(=O)c2c1C (stereo not drawn) | 11µM* |
| Cc1ccc(CN2CCC3(CC2)Cc2ccccc2NC3=O)cc1 | 4.5µM* |
| Cn1cc(CN2CCN(Cc3cccc(F)c3)CC2)ccc1=O | i |
| COc1cccc(Nc2nccc3c(=O)cc(-c4ccccn4)oc23)c1 | -9%[44.1 µM] |
| COc1ccc(CCNC(=O)NCc2noc3ccccc23)c(OC)c1 | 12% |
| OCc1nc2ccccc2n1Cc1c(F)cccc1Cl | i |
| COC[C@@H]1CN(C(=O)c2occc2C)C[C@H]1c1nc(C2CC2)no1 | -29% |
| COc1ccc(CNC(=O)C2CCN(S(=O)(=O)c3ccc4nc5c(c(C(=O)O)c4c3)CCCC5)CC2)cc1 | i |
| Cc1cccc(CCn2c(=O)c3ccccc3n(Cc3ccccc3C)c2=O)c1 | i |
| O=C(O)c1ccc(Nc2ncnc3scc(-c4ccccc4)c23)cc1 | -2% |
| O=C(CCc1nnn2c1CN(C(=O)Nc1ccccc1)CC2)NC1CC1 | i |
| COCCNC(=O)c1ccccc1NC(=O)c1nsc2ccccc12 | -3% |
| COC[C@@H]1CN(C(=O)COc2cccc(C)c2)C[C@H]1c1nc(C)no1 | -10% |
| COc1ccccc1CCC(=O)NC1CCN(c2cc(-c3ccccc3)[nH]n2)CC1 | i |
| COc1cccc(NC(=O)Cn2cc(C(=O)c3ccc(C)cc3)c(=O)c3cc(OC)ccc32)c1 | -19% |
| C[C@@H]1CN(Cc2nc(C(N)=O)no2)CC[C@@]1(O)C1CCOCC1 | -5% |
| CS(=O)(=O)N(C1CC1)C1CCOC2(CCN(C(=O)c3ccncc3)CC2)C1 (stereo not drawn) | -12% |
| COc1ccccc1CNC(=O)c1cnn2c(C)c(Cc3ccc(F)cc3)c(C)nc12 | ? |
| O=C1CCN(S(=O)(=O)c2ccccc2)CCCN(C(=O)CCc2ccccc2)CCN1 | -28% |
| CN(CC(O)CO)c1ccc(C(=O)N2CCC(Oc3cccnc3)CC2)cn1 (stereo not drawn) | -6% |
| CCCc1noc(-c2cccn3c(CNC(=O)c4ccc(OC)cc4C)nnc23)n1 | ? |
| CCc1nc(-c2c3n(c(=O)n(CC(=O)Nc4ccc(C)c(C)c4)c2=O)CCCC3)no1 | ? |
| CCCCN(C)CCCNC(=O)c1ccc2nc(N3CCCCC3)sc2c1 | 8.9µM* |

Seven compounds picked at random from those above, as already listed:
| compound | Pf Dd2 inh |
| --- | --- |
| O=C1CCN(S(=O)(=O)c2ccccc2)CCCN(C(=O)CCc2ccccc2)CCN1 | -28% |
| Cc1ccc(CN2CCc3nc(C(=O)Nc4cccnc4)oc3CC2)o1 | ? |
| CS(=O)(=O)N(C1CC1)C1CCOC2(CCN(C(=O)c3ccncc3)CC2)C1 (stereo not drawn) | -12% |
| COc1ccc(CNC(=O)C2CCN(S(=O)(=O)c3ccc4nc5c(c(C(=O)O)c4c3)CCCC5)CC2)cc1 | i |
| CC(C)CNC(=O)CN1CN(c2ccccc2)C2(CCN(C(=O)NC3CCCCC3)CC2)C1=O | 1.6µM* |
| COC[C@@H]1CN(C(=O)c2occc2C)C[C@H]1c1nc(C2CC2)no1 | -29% |
| COc1ccccc1CCC(=O)NC1CCN(c2cc(-c3ccccc3)[nH]n2)CC1 | i |

Exported as labelled records: 2 of the compounds above
COc1ccc(CNC(=O)C2CCN(S(=O)(=O)c3ccc4nc5c(c(C(=O)O)c4c3)CCCC5)CC2)cc1
  Pf Dd2 inh: i

Cc1cccc(CCn2c(=O)c3ccccc3n(Cc3ccccc3C)c2=O)c1
  Pf Dd2 inh: i

Next part.
| compound | Pf Dd2 inh |
| --- | --- |
| COC(=O)N1CCn2ncc(C(=O)NCc3ccc(Cl)nc3)c2C1 | -5% |
| CCN(CC)Cc1cnc2c(C(=O)NCCc3c[nH]c4ccccc34)cnn2c1 | 8.9µM* |
| O=C1CCCc2cc(S(=O)(=O)N3CCCC(C(=O)Nc4ccc(F)c(Cl)c4)C3)ccc2N1 (stereo not drawn) | -21% |
| COc1ccc(-c2ccc3c(c2)C(=O)N2CC[C@H](NC(=O)c4cccc(F)c4)[C@H]2C(=O)N3)cc1 | ? |
| N#Cc1ccc(C(=O)N2CCCCCCNC(=O)[C@@H]3CCC[C@@H]32)cc1 | 29% |
| CCCCSCCCNC(=O)C1CCC(CNS(=O)(=O)c2ccccc2)CC1 (stereo not drawn) | -18% |
| Cc1ccc(CN(Cc2ccco2)C(=O)COc2ccc(Cl)cc2)o1 | i |
| COc1ccc(NC(=O)c2sc3nc4c(cc3c2N)CCCCCC4)c(OC)c1 | -13% |
| COc1ccc(-c2nc(CS(=O)CC(=O)NCCc3ccc(Cl)cc3)c(C)o2)cc1OC (stereo not drawn) | 231%[activator][5.79 µM] |
| COc1cccc(NC(=O)c2c(OC)cc(=O)n3c2CCCC3)c1 | 29% |
| O=C1CCN(S(=O)(=O)c2ccccc2)CCCC(c2nc(-c3cccnc3)no2)CCN1 (stereo not drawn) | ? |
| CCOc1ccc(Nc2c(S(=O)(=O)c3ccccc3)cnc3ccccc23)cc1 | -10% |
| CNC(=O)N1C[C@@H](CN(C)C)[C@H](NC(=O)c2ccccc2OC(F)(F)F)C1 | i |
| C=CCc1ccccc1OCCSc1nc(-c2ccccc2F)nc2cc(=O)[nH]n12 | -8% |
| Cc1ccc(-c2cc3c(=O)n(CCNC(=O)c4ccc(C)s4)ccn3n2)c(C)c1 | i |
| COc1ccc(NC(=O)CSc2c3c(nc4ccccc24)CCC3)c(OC)c1 | -15% |
| Cc1cc(C)cc(Oc2c(C(F)(F)F)oc3cc(OCC(=O)NC4CCCCC4)ccc3c2=O)c1 | 24% |
| CCCCN(C)C(=O)CSc1c2c(nc3ccc(Cl)cc13)CCCC2 | ? |
